GAA glycogen: alters human alpha-glucosidase cleavage of glycogen; Potency, µM (highest dose often 76.4 µM), for the others: at the highest dose activity change, negative = inhibition, most hits filed as inhibitors; 300,000 compounds, 0.38% hits; AID 2100; P10253; recombinant GAA, glycogen substrate, Amplex Red glucose oxidase fluorescence; active = well fitted inhibition curve with a large enough effect; inconclusive = small, poorly fitted or top-dose-only effect, or another doubt; inactive = no such curve, though single readings can be large or run the other way;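 also: 0% = full enzyme reaction and -100% = no-enzyme basal signal; the screen sought inhibitors and activators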
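Natural-substrate format: glycogen cleavage by 4 nM human enzyme, glucose read by Amplex Red coupling (Ex 573, Em 610 nm). Normalized to enzyme and no-enzyme controls.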
An asterisk follows results filed as active; ? = inconclusive; [ ] = another dose, or the depositor's remark. Potency is read from the fitted curve at half-maximal effect.

SMILES	GAA glycogen
COc1ccc(N/C=C(\C#N)S(=O)(=O)c2ccc(Cl)cc2)c(OC)c1	-0.1%
Oc1ccc(N=Nc2ccccc2)cc1	-3.3%
CCN1CCN(c2cc(C)c3cc(NC(=O)CCC(=O)Nc4ccc(OC)cc4OC)ccc3n2)CC1	-2.8%
COc1ccc(N2C(=O)c3cc4ccccc4cc3C2=O)cc1	2.0%
COc1ccc(OC)c(/C=N\NC(=O)c2cc3c(ccc4ccccc43)o2)c1	-5.4%[76.3 µM]
CN(C)S(=O)(=O)c1ccc(C(=O)OCCc2ccccc2)cc1	2.6%
Cc1c(Cl)cccc1NC(=O)CCS(=O)(=O)c1cccc2nonc12	-1.7%[76.3 µM]
CCN(C(=O)COC(=O)Cc1c[nH]c2ccccc12)C1CCS(=O)(=O)C1 (centres undefined)	2.5%[76.3 µM]
CCCCn1nc(NC(=O)CCC)c2cc3cc(OC)ccc3nc21	0.7%
CC(C(=O)O)n1c2ccccc2c2cnn(C)c(=O)c21 (centres undefined)	1.4%
CCOc1ccccc1-c1noc(CCCC(=O)NC2CCCCC2)n1	-4.9%
C=CCn1c(CCNC(=O)c2ccco2)nc2ccccc21	1.9%
COc1ccccc1N(Cc1ccccc1)S(=O)(=O)c1cccc(C(=O)Nc2cccc(C)n2)c1	1.4%[76.3 µM]
CCOc1ccc(-n2ccc(=O)c(C(=O)O)n2)cc1	1.5%
Cn1cccc1C(=O)NNC(=O)COc1ccccc1F	0.9%[76.3 µM]
CCC(=O)NCc1ccc(-c2nc3ncccc3o2)cc1	-2.6%[76.3 µM]
COc1cccc(-c2ccc(NC(=O)C3CCCN(Cc4cc(C)[nH]n4)C3)cc2)c1 (centres undefined)	-7.7%[76.3 µM]
CCCN(CCC)Cc1c(C(=O)N/N=C/CCc2ccccc2)nnn1-c1nonc1N	?
COCCCn1c(SCC(=O)N2CCOCC2)nnc1-c1ccco1	2.6%
O=C(CNS(=O)(=O)c1cccs1)N1CCCCC1	11.6%
Cc1ccc(N(CC(=O)NCC2CCCO2)C(=O)CNS(=O)(=O)c2ccc(Cl)cc2)cc1 (centres undefined)	1.1%
CCN(CC(=O)NCCN1CCOCC1)S(=O)(=O)c1ccc(F)cc1	-1.0%
CN(C(=O)CCN1C(=O)/C(=C/c2ccccc2F)SC1=S)C1CCS(=O)(=O)C1 (centres undefined)	-14.8%[76.3 µM]
CN(C)S(=O)(=O)c1cc(NC(=O)CNCc2ccc(F)cc2)ccc1Cl	0.7%
CCN1CCN(C(=O)c2[nH]c3ccc(OC)cc3c2C)CC1	-5.2%
Cc1cc(NC(=O)c2ccc(F)cc2)ccc1NC(=O)c1ccco1	3.0%[76.3 µM]
Oc1ccc(/C=N/n2c(COc3ccccc3)n[nH]c2=S)cc1O	4.8%
CC(C)CCNc1nc(N)c([N+](=O)[O-])c(N2CCCCCC2)n1	-3.0%
O=C(N/N=C/c1ccc(O)cc1)c1ccncc1	-3.7%
CCCCC(=O)N1CCN(c2nc3ccc(Br)cc3s2)CC1	1.5%[76.3 µM]
COc1ccc(C(=O)NNC(=O)c2ccc3ccccc3c2O)cc1	1.3%[76.3 µM]
CCOP(=O)(c1ccc(N(C)C)cc1)C(O)c1ccccc1F (centres undefined)	1.6%
Nc1ccc(-c2c3ccc(=O)cc-3oc3cc(O)ccc23)cc1C(=O)O	-1.8%
Cc1noc(NS(=O)(=O)c2ccc(NC(=O)c3oc4ccc(Cl)cc4c3C)cc2)c1C	0.1%[76.3 µM]
COc1ccc(C(C(=O)NC2CCCC2)N(C(=O)c2ccco2)c2ccccc2OC)cc1 (centres undefined)	-0.3%
COc1cccc(/C=N/NC(=S)NCCc2ccccc2)c1OC	1.8%
Cc1ccc2c(C(=O)CN3CC(C)CC(C)C3)c(C)[nH]c2c1 (centres undefined)	-0.2%
CCN(CC(=O)Nc1c(F)cccc1F)C(=O)C1CCCN(C(=O)c2ccc(Cl)cc2)C1 (centres undefined)	2.1%[76.3 µM]
CC(OC(=O)CCC(=O)c1ccc(F)cc1)C(=O)NC1CCCCC1C (centres undefined)	-2.3%[76.3 µM]
COc1cc(C2C(C(=O)c3ccc(C)o3)=C(O)C(=O)N2CCCn2ccnc2)cc(OC)c1OC (centres undefined)	-2.7%[76.3 µM]
O=C(Cn1c(NCCCO)nc2ccccc21)c1ccc(Cl)cc1Cl	-1.6%[76.3 µM]
O=C1CCC([N+](=O)[O-])C(c2ccc(F)c(Br)c2)N1 (centres undefined)	0.4%
COc1ccc(CC(=O)Nc2c3c(nn2C(C)(C)C)CS(=O)(=O)C3)cc1OC	?
Cc1ccc(CS(=O)Cc2ccc(C(=O)NCc3ccccc3Br)o2)cc1 (centres undefined)	2.3%[76.3 µM]
CCC(C)NC(=O)[C@H]1N2C(=O)c3c(ccc(OC)c3OC)C2SC1(C)C (some centres undefined)	-5.1%

Seven compounds drawn at random from the list so far, as already listed:
SMILES	GAA glycogen
CCN(CC(=O)Nc1c(F)cccc1F)C(=O)C1CCCN(C(=O)c2ccc(Cl)cc2)C1 (centres undefined)	2.1%[76.3 µM]
Cc1noc(NS(=O)(=O)c2ccc(NC(=O)c3oc4ccc(Cl)cc4c3C)cc2)c1C	0.1%[76.3 µM]
CC(OC(=O)CCC(=O)c1ccc(F)cc1)C(=O)NC1CCCCC1C (centres undefined)	-2.3%[76.3 µM]
Nc1ccc(-c2c3ccc(=O)cc-3oc3cc(O)ccc23)cc1C(=O)O	-1.8%
CCOP(=O)(c1ccc(N(C)C)cc1)C(O)c1ccccc1F (centres undefined)	1.6%
O=C1CCC([N+](=O)[O-])C(c2ccc(F)c(Br)c2)N1 (centres undefined)	0.4%
COc1ccc(C(=O)NNC(=O)c2ccc3ccccc3c2O)cc1	1.3%[76.3 µM]

Carrying on:
SMILES	GAA glycogen
COc1ccc(NC(=O)c2ccccc2OCc2c(C)noc2C)cc1OC	4.2%[76.3 µM]
Cc1cc(Br)c2c(c1)C1(OCCO1)C(=O)N2	-7.5%
COCc1cc(C)nc(SCC(=O)Nc2ccc3c(c2)OCCO3)c1C#N	-0.7%[76.3 µM]
CCCCN(CCCC)CCCN1CC(=O)N2[C@@H](Cc3c([nH]c4ccccc34)C2(C)C)C1=O	-2.0%
Cc1ccc(-c2cc(C(=O)N/N=C/c3ccccc3O)n[nH]2)o1	-1.6%
CC1Cc2nc(SCC(=O)N3CCOCC3)n(C)c(=O)c2S1 (centres undefined)	0.3%[76.3 µM]
COC(CNC(=O)[C@H](Cc1ccccc1)N1Cc2ccccc2C1=O)OC	-1.2%
COc1cccc(CN2C(=O)c3ccccc3S2(=O)=O)c1	?
O=C(CCn1c(=O)oc2ccc(Cl)cc21)N1CCN(Cc2ccccc2)CC1	5.3%
CCC1CN(C(=O)N2CCC(C(=O)NCc3ccc(OC)cc3OC)CC2)c2ccccc2O1 (centres undefined)	-15.8%[76.3 µM]
COc1ccc(CN2CCNC(=O)C2CC(=O)NCc2cc(C)n(C)n2)c(F)c1 (centres undefined)	2.4%[76.3 µM]
COc1cc2c(cc1OC)C(c1cc3cccc(C)c3[nH]c1=O)N(C(=O)c1ccco1)CC2 (centres undefined)	0.9%[76.3 µM]
Cc1ccc(OCCSc2nc3ccccc3n2CC(=O)O)c(C(C)C)c1	0.1%
CC(OC(=O)CSc1ccc(F)cc1)C(=O)NC1(C#N)CCCCC1 (centres undefined)	-0.2%[76.3 µM]
C=CCN1C(=O)c2ccccc2C1(O)Cc1ccccc1 (centres undefined)	1.4%
Cc1ccc(C)c(S(=O)(=O)N2CCN(C(=O)CSc3ccccc3F)CC2)c1	-2.9%[76.3 µM]
CC(C)[C@H](NC(=O)C1CCC(CNC(=O)[C@@H]2CCCN2C(=O)OC(C)(C)C)CC1)C(=O)O (some centres undefined)	-10.9%
CCN(CC)c1ccc(CNc2ccc3c(c2)ncn3CC)cc1	4.5%
CCOc1ccccc1CNC(=O)C1Cc2cc(S(=O)(=O)N3CCCCC3)ccc2N1C(C)=O (centres undefined)	0.5%[76.3 µM]
Cc1ccc(CNC(=O)CCNC(=O)N2CCn3c2nc2ccccc23)cc1	-6.5%[76.3 µM]
O=C1/C(=C\c2ccc(Br)cc2)SC(=S)N1NS(=O)(=O)c1ccccc1	-1.1%
COc1ccc(CNC(=O)COc2cccnc2[N+](=O)[O-])cc1OC	7.1%
CCCC(C(=O)NC1CCCC1)N(CC1CCCO1)C(=O)CNS(=O)(=O)c1ccccc1 (centres undefined)	-10.9%[76.3 µM]
COc1ccc(N(CC(=O)NC2CCCCCC2)S(=O)(=O)c2ccc(C)cc2)cc1OC	0.8%[76.3 µM]
CCN(CC(=O)NC1CC1)S(=O)(=O)c1ccc(OC)cc1	-1.0%[76.3 µM]
CCCNC(=O)CCc1c(C)nc2c(c(C)nn2-c2ccc(C)cc2)c1C	3.7%
Cn1cccc1C(=O)NCc1ccc(Cl)cc1	-6.8%
O=C(O)c1ccc(CSc2nnnn2-c2ccc(F)cc2)cc1	-3.1%
O=C(Cn1nc(C(F)F)cc1C1CC1)N1CCCC1	-2.5%
CCOC(=O)N1CCN(C(=O)c2oc3ccc(S(=O)(=O)N(CC)CC)cc3c2C)CC1	-0.4%
Cc1cccc(NC(=O)CCCc2ccccc2)c1	-1.0%[76.3 µM]
CCc1ccc(CN(C)C(=O)c2cc(COc3ccc(-n4cncn4)cc3)on2)cc1	-0.8%[76.3 µM]
CC(C)=CCCC(C)CN1CCC(n2nccc2NC(=O)C2CCCC2)CC1 (centres undefined)	-8.2%[76.3 µM]
CC(=O)c1cc2c(cc1NC(=O)Cn1nc(-c3ccc(F)cc3)ccc1=O)OCO2	?
Cc1cc(C(=O)Nc2ccncc2)ccc1[N+](=O)[O-]	-0.3%
Cc1cc(NC(=O)CN2CCN(c3ccccn3)CC2)ccc1Br	-1.3%
COCCOC(=O)c1c(C)n(C)c2ccc(OC(=O)c3ccccc3F)cc12	0.8%
Cc1nnc2sc(COc3ccccc3)nn2c1=O	-7.1%
CN(C)S(=O)(=O)c1cccc(NC(=O)C(c2ccccc2)c2ccccc2)c1	-9.1%
NC(=O)c1ccccc1NC(=O)CC1(CC(=O)O)CCCC1	0.7%
COc1ccc(NC(=O)CN2C(=O)NC(C)(c3ccccc3)C2=O)c(OC)c1 (centres undefined)	-18.0%
CCN(CC)S(=O)(=O)c1ccc2c(c1)N(CC(=O)Nc1ccc(NC(C)=O)cc1)C(=O)CO2	2.2%
COc1ccc(NC(=O)NC2CCCCCCC2)c(OC)c1	-3.6%[76.3 µM]
Cc1cccc(NC(=O)NCC2CC2)c1	-18.3%
COc1cc(NC(=O)CCn2c(=S)oc3ccccc32)cc(OC)c1OC	0.4%
S=C(NCc1ccco1)NCc1ccccc1Cl	-6.1%[76.3 µM]
CC(OC(=O)CN1C(=O)C2CC=CCC2C1=O)C(=O)Nc1ccc(F)cc1Cl (centres undefined)	0.5%[76.3 µM]
O=c1onc(-c2c(F)cccc2F)n1-c1ccccc1Cl	1.4%
COc1cccc(NC(=O)NC2CCN(CC(=O)Nc3ccccc3[N+](=O)[O-])CC2)c1	-5.1%
COc1cc(CC(=O)NC2CCCc3ccccc32)cc(OC)c1OC (centres undefined)	-0.4%
CN1CCN(C(=O)/C=C/c2ccc(Cl)c(Cl)c2)CC1	-3.0%[76.3 µM]
Cc1cc2c3c([nH]c2cc1S(=O)(=O)N1CCC2(CC1)OCCO2)CC(C)(C)CC3=O	-3.9%[76.3 µM]
CCN(CC(=O)NCc1ccc(Cl)cc1)C(=O)/C=C/c1cc(OC)c(OC)c(OC)c1	4.0%
CCOC(=O)N1CCN(C(=O)c2c[nH]c3ccc(S(=O)(=O)N(C)c4ccc(OCC)cc4)cc3c2=O)CC1	-13.2%[76.3 µM]
COc1cc(S(=O)(=O)Nc2ncn[nH]2)ccc1Cl	5.1%
O=C(c1cccs1)N1CCN(C23CC4CC(CC(C4)C2)C3)CC1	5.0%[76.3 µM]
COc1cc(C(=O)NC2CCN(CC(=O)NC3CCCCC3C)CC2)cc(OC)c1OC (centres undefined)	-0.8%[76.3 µM]
COc1ccc(C)cc1NC(=O)c1sc2ncn(CC(=O)N3CCCCC3)c(=O)c2c1C	0.7%[76.3 µM]
Cc1nc(Nc2cccc(F)c2)c2oc3ccccc3c2n1	1.8%
CC1=C(C(N)=O)C(c2ccc(Br)cc2)n2nc(CCCO)nc2N1 (centres undefined)	-1.9%

Reprinted from the part before: five compounds, followed by the next part.
SMILES	GAA glycogen
O=C(c1cccs1)N1CCN(C23CC4CC(CC(C4)C2)C3)CC1	5.0%[76.3 µM]
COc1cc(C(=O)NC2CCN(CC(=O)NC3CCCCC3C)CC2)cc(OC)c1OC (centres undefined)	-0.8%[76.3 µM]
COc1ccc(C)cc1NC(=O)c1sc2ncn(CC(=O)N3CCCCC3)c(=O)c2c1C	0.7%[76.3 µM]
Cc1nc(Nc2cccc(F)c2)c2oc3ccccc3c2n1	1.8%
CC1=C(C(N)=O)C(c2ccc(Br)cc2)n2nc(CCCO)nc2N1 (centres undefined)	-1.9%
CC(=O)Nc1ccc(N2C(=O)CSC2c2cccc(Br)c2)cc1 (centres undefined)	-6.2%
O=C(N/C(=C\c1ccco1)C(=O)N1CCCC(CO)C1)c1ccccc1 (centres undefined)	-2.0%
CC(C)(C)OC(=O)NN1CC(=O)N2[C@@H](Cc3c([nH]c4ccccc34)C2(C)C)C1=O	-0.6%
CCC1CCCCN1C(=O)C(=O)c1cn(CC(=O)N(CC)CC)c2ccccc12 (centres undefined)	-1.4%[76.3 µM]
O=C(O)CC/C(=N\Nc1ccc(Cl)cc1)c1cccs1	5.2%
O=C(Cn1nc(-c2ccco2)ccc1=O)Nc1cc(Cl)ccc1Cl	-8.3%[76.3 µM]
COc1cc(/C=C2/C(=O)N(c3ccc(C(=O)O)cc3)N=C2C)cc(OC)c1O	0.5%
COc1cc(C(=O)Oc2cccnc2)cc(OC)c1OC	-0.4%[76.3 µM]
CCOc1cc(N2CCOCC2)c(OCC)cc1NC(=O)c1ccc(-n2ccnc2)c([N+](=O)[O-])c1	-3.0%[76.3 µM]
Cc1ccc(S(=O)(=O)NC(=O)NCC2CCN(S(=O)(=O)c3ccccc3)CC2)cc1	4.6%

High-throughput results: PubChem, National Center for Advancing Translational Sciences (NCATS)

Only part of the results is shown. The share of hits here may be higher or lower than overall.
